GSK3beta inhib = human GSK3beta kinase inhibitors, primary screen, biochemical, cell-free homogeneous, HTS; AID 2097, 2009; activity score (negative = inhibition), % at 10 µM; GST-GSK3beta kinase, ADP-Glo luminescence, 60 min; hits give low values; 300,000 tested, 0.038% active; Glycogen synthase kinase-3 beta (Homo sapiens), P49841;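 active = more than half of replicate wells score below -50%, meaning over 50% inhibition versus plate controls; inconclusive = some replicates but at most half score below -50%; inactive = no replicate scores below -50%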;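 note: 0% = median DMSO wells and -100% = median GW8510 positive control wells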
Target sequence (P49841 whole entry, looked up): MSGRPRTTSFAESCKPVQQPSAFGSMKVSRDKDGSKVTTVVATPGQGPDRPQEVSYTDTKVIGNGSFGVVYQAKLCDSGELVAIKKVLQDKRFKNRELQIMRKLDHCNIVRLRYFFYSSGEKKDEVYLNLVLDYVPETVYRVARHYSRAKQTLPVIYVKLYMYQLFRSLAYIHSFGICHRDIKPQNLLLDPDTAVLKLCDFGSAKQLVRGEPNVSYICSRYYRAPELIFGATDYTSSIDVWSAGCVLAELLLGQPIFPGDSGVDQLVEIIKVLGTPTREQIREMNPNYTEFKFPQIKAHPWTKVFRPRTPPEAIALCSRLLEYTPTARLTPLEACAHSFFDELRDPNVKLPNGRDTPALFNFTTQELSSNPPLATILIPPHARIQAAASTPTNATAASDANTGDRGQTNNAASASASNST
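Test system: GST-tagged human GSK3beta kinase, cell-free; evaluation: activity score scaled between in-plate DMSO and GW8510 controls; measured by: ADP-Glo luminescence; incubation: 60 min reaction, RT; benchmarks: DMSO and 20 µM GW8510; reagent: peptide substrate plus 25 µM ATP (final); medium: Tris/MgCl2 kinase buffer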
HSP90 refold inh = HSP90 inhibitors, primary screen, cell lysate, luminescence; Heat shock protein HSP 90 (rabbit reticulocyte lysate; luciferase refolding); Rabbit reticulocyte lysate, luciferase refolding luminescence, 3 h; inhibition, % at 5.6 µM; 290,000 tested, 0.91% active; AID 1789, 2009;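 active = inhibition above the screen-wide mean plus 3 SD, computed separately per campaign, cut at about 16% in these data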;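 note: 0% = DMSO wells and 100% = 60 µM geldanamycin wells; inhibitors lower the luminescence because luciferase stays unfolded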
Platelet DG rel = inhibitors of platelet dense granule secretion, primary screen, cell-based, MLPCN, human platelets; human platelet-rich plasma, SFLLRN dense granule ATP release, luminescence; inhibition, %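 (compounds screened at 7.5 µM in platelet-rich plasma)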; 300,000 tested, 0.22% active;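 active = mean replicate score, as percent of positive control, at or above 50; inconclusive = mean below 50 but at least one replicate at or above 50; inactive = mean and every replicate below 50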
KLF5 inh = KLF5 expression inhibitors, primary screen, DLD-1 cells, luminescence; 290,000 tested, 0.23% active; DLD-1 KLF5 promoter-luciferase reporter; inhibition, % at 5 µM;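 active = inhibition above a per-plate limit of that plate's mean compound inhibition plus 3 SD, cut at about 60% in these data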;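 note: 0% = DMSO wells and 100% = LY294002 at 200 µM; higher means less KLF5 promoter-driven luciferase light; inactives centre near -14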
GSK3A inh = blockers of GSK3A enzyme activity – biochemical, luminescence, cell-free homogeneous, HTS, primary screen; Glycogen synthase kinase-3 alpha (Homo sapiens), P49840; inhibition, % at 10 µM; 320,000 tested, 0.1% active; AID 2650, 2010; GSK-3 alpha kinase, ADP-Glo luminescence, 60 min;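 in the data active = inhibition above about 50%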;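 note: GST-tagged GSK-3 alpha with peptide substrate and 25 µM ATP; 0% = DMSO neutral wells and 100% = GW8510 positive control wells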
Target sequence (P49840 whole entry, looked up): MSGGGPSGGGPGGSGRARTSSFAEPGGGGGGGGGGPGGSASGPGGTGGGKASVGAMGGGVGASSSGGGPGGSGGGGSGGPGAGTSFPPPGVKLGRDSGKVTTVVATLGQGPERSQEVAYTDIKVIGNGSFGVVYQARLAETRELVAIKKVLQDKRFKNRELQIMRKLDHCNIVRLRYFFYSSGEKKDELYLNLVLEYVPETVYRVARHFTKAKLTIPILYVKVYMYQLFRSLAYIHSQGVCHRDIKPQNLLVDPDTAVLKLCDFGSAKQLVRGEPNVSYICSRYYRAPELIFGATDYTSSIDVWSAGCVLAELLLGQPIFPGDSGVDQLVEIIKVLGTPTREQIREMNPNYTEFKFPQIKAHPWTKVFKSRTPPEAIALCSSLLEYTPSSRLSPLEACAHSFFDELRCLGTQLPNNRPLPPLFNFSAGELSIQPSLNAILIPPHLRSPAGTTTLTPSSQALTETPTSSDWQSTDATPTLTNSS
IEC-6 cytotox = cytotoxicity in IEC-6 intestinal epithelial cells, primary screen, cytotoxicity control for KLF5 inhibitor project, cell-based, luminescence | IEC-6 cytotoxicity, luminescence viability | inhibition, % at 5 µM | 290,000 tested, 0.78% active; in the data active = inhibition above about 22%;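 note: 0% = plate median of test compound wells and 100% = cytotoxic reference compound wells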
aSyn 5UTR inh = MLPCN primary screen, SNCA 5' untranslated region; AID 1813, 2009; 300,000 tested, 0.82% active; inhibition, % (tested at 7.5 µM); alpha-synuclein 5'UTR reporter, inhibitor activity; in the data active = inhibition above about 60%; inconclusive = no clear call, values can overlap the other calls;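 note: H4 neuroglioblastoma cells stably carrying SNCA 5'UTR luciferase fusion; 0% = DMSO wells and 100% = positive control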
DYRK1A inh = rat Dyrk1A kinase inhibitors, primary screen, biochemical, single point, plate reader; ADP-Glo luminescence, NFATc1 peptide; 310,000 tested, 0.43% active; inhibition, % at 12.5 µM; AID 504441, 2011; in the data active = inhibition above about 50%;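 note: plate controls were vehicle with enzyme for no effect and no enzyme for full effect; many of its hits are not listed in these tables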
HSF1 activator = HSF-1 activators, primary screen, NIH3T3-HGL cells, MG132 stress, luminescence, single point; AID 504408, 2011; 300,000 tested, 1.7% active; activation, % at 9 µM; NIH3T3-HGL HSF-1 luciferase reporter, 8 h; 100% = twice DMSO control signal;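 active = mean replicate activation of at least 50% with a set share of replicates each reaching 50%; inconclusive = only one of those two conditions met; inactive = mean below 50% and too few replicates reaching it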;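 note: 0% = median of the neutral control wells and 100% = twice that signal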
HSF1 inh = HSF1 inhibitors in luciferase reporter cells, primary screen, cell-based, NIH3T3, luminescence; NIH3T3-HGL HSE-luciferase, MG132-induced, luminescence 8 h; hits give low values; activity change, negative = inhibition, % at 7.5 µM (by protocol); 300,000 tested, 0.77% active; AID 2098, 2009;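 active = more than half of replicate wells show activity change below -50%, luminescence cut by over half; inconclusive = some wells, but at most half, below -50%; inactive = no replicate well below -50%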;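 note: luciferase reports HSF-1 transcriptional activity via heat shock element; 0% = median of DMSO wells and -100% = zero luminescence signal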
Numbers without * were called inactive; u = inconclusive; x = no result given. An excerpt. The share of hits here may be higher or lower than overall.

Results follow in this order: IEC-6 cytotox, HSF1 activator, Platelet DG rel, aSyn 5UTR inh, HSP90 refold inh, GSK3beta inhib, KLF5 inh, GSK3A inh, HSF1 inh, DYRK1A inh
(1) COc1ccccc1NC(=O)c1nnn(Cc2ccccc2)c1NC(=O)C(F)(F)F
 : 4, -2, 0, 5, 2, -3, 17, -1, -1, 0
(2) Cc1cc(C)c(NC(=O)CNC(=O)CSc2nnc(N)s2)c(C)c1
 : x, -5, -3, 8, x, 1, x, -1, -4, 6
(3) CCOC(=O)c1sc2ccc(S(=O)(=O)N3CCOCC3)cc2c1N
 : 3, 23, 1, 23, 3, x, 15, -3, 5, -2
(4) COc1ccc(OCCC(=O)Nc2ccc(S(N)(=O)=O)cc2)cc1
 : 2, 12, -1, -12, -1, 2, -27, 2, -5, 2
(5) CCC(C)N(C(=O)COc1ccccc1C(=O)NCc1ccccc1)C1CCS(=O)(=O)C1 (stereo not drawn)
 : 1, -3, 18, -5, 4, -6, -7, -2, -3, -4
(6) FC(F)(F)c1nnc2ccc(N3CCCCCC3)nn12
 : 8, x, x, x, 3, x, -10, 2, x, 9
(7) CCN1C(=NCc2cccc(Cl)c2)N[C@@H](c2cccc(F)c2)C(C(=O)OC)=C1C
 : 6, 11, 4, 4, -2, -3, 0, 0, 0, 17
(8) CC(C(=O)N1CCCc2c1c(=O)oc1ccc(O)cc21)N1CCc2ccccc2C1 (stereo not drawn)
 : 1, 7, -7, 25, 0, -4, -29, 1, 5, 1
(9) Cc1ccc(CC(=O)NCCc2ccc(S(N)(=O)=O)cc2)cc1
 : -7, 29, -2, -8, -1, -1, -18, -3, 11, -2
(10) Cc1cccc(C)c1NC(=O)NC1(C(=O)N2CCCCC2)CCCCC1
 : -4, -4, -8, 5, -1, 0, -3, 0, 1, -6
(11) CCN(CC)S(=O)(=O)c1ccc(C(=O)Oc2ccc3c(c2)OCO3)cc1
 : 2, 18, -1, -3, -3, 7, -3, -2, -5, -1
(12) Cc1cccc(-c2noc(CCCC(=O)NC3CCCC3)n2)c1
 : 0, -53, 4, 26, 2, -5, -5, 1, u, -9
(13) CCc1c(C)sc(NC(=O)Cn2nc(C(F)(F)F)c3c2CCCC3)c1C#N
 : 0, -10, 4, 6, 1, 4, -48, -2, 1, -15
(14) FC(F)(F)c1ccccc1/C=N/N1CCN(Cc2ccccc2)CC1
 : -5, 13, 12, -72, -2, -1, 4, -2, 16, x
(15) O=C(CN(CC1CCCO1)C(=O)CNS(=O)(=O)c1ccc(Cl)cc1)NCc1ccco1 (stereo not drawn)
 : -4, 2, 0, 9, -1, 0, 8, 0, 2, 0

Carrying on:
Results follow in this order: IEC-6 cytotox, HSF1 activator, Platelet DG rel, aSyn 5UTR inh, HSP90 refold inh, GSK3beta inhib, KLF5 inh, GSK3A inh, HSF1 inh, DYRK1A inh
(16) COc1ccc(S(=O)(=O)Nc2ccccc2OC)cc1C
 : 1, 0, 7, -4, 1, -3, -4, -2, -4, 32
(17) Cc1onc(-c2ccccc2)c1C(=O)NC(=S)NNC(=O)c1ccncc1
 : -6, -7, -1, 24, -3, -1, 1, 2, 2, 1
(18) Cc1cc(=O)oc2cc(OCC(=O)Nc3ccc(N4CCC(C)CC4)cc3)ccc12
 : 0, 1, 2, -70, 1, -1, -17, -1, -3, 1
(19) COc1ccc(-c2nc(SCc3ccc(C#N)cc3)[nH]c(=O)c2C#N)cc1
 : -5, 4, 14, -5, 0, -6, -37, -9, -4, -2
(20) CN(C(=O)CC1C(=O)NCCN1Cc1c(F)cccc1Cl)C1CCOCC1 (stereo not drawn)
 : -1, 10, -7, -12, -1, 1, 3, -2, 1, -3
(21) O=C(COc1ccc2ccccc2c1)Nc1ccccc1C(=O)O
 : 3, 1, 3, -22, -5, 6, -50, -13, 0, -12
(22) CN1C[C@@H]2C[C@@H](c3ccc(C#CC(C)(C)O)s3)N3CCC[C@@]23C1=O
 : 0, 0, -4, -13, -2, 4, -21, -1, 5, x
(23) O=C(COC(=O)c1cccc2ccccc12)NCCCc1ccccc1
 : 0, -13, -5, 8, 1, 2, -36, -3, -2, 2
(24) O=C(CCC1CCCN(C(=O)c2ccncc2)C1)NCc1ccc(F)c(F)c1 (stereo not drawn)
 : -2, 41, -3, 4, -3, 1, -15, 0, 18, 4
(25) CN(C)C=NC(=O)c1ccc([N+](=O)[O-])c(CS(=O)(=O)c2ccc(Cl)cc2)c1
 : 0, -11, -8, 7, -1, -2, -12, -1, -1, 7
(26) Cc1cc2cc(CNC(=S)NC3CCCCC3)ccc2n1C
 : -1, -3, -2, 24, 20*, -2, -21, -3, 0, 26
(27) O=C(N/N=C/c1ccsc1)c1c[nH]c2ccccc12
 : 2, 14, 10, -126, -1, 1, -132, 4, 0, -2
(28) CC(C)Cn1cc(C(=O)NCCCN2CCCC2=O)c2c3ccccc3n(C)c2c1=O
 : 1, -2, -1, 3, 5, -1, -15, -1, 1, -10
(29) Cc1ccc2c(c1)c(CC(=O)Nc1ccc(F)cc1)c(C(=O)O)n2C
 : 1, 0, -1, -10, -1, 2, -19, -7, -1, -2
(30) Cc1ccc(CNC(=O)C(=O)NCC2OCCN2S(=O)(=O)c2ccc(Br)cc2)cc1 (stereo not drawn)
 : 2, 15, -5, 21, 2, -2, 9, -3, 1, x

The list continues:
Results follow in this order: IEC-6 cytotox, HSF1 activator, Platelet DG rel, aSyn 5UTR inh, HSP90 refold inh, GSK3beta inhib, KLF5 inh, GSK3A inh, HSF1 inh, DYRK1A inh
(31) CCCN1C(=O)C2(/C(=C(\O)c3ccc4c(c3)OCCO4)C(=O)C(=O)N2CCCOC)c2ccccc21 (stereo not drawn)
 : 5, x, x, x, 0, x, -28, -1, x, -7
(32) O=C(c1ccc(C23CC4CC(CC(C4)C2)C3)o1)N1CCOCC1
 : 2, 21, 6, -7, -1, 2, -24, -3, 4, 7
(33) COc1ccc(NC(=O)NC2CCCCCCC2)cc1OC
 : 2, 12, -16, -48, 0, 2, -39, -1, 3, 3
(34) CCOC(=O)c1cnc(SC)nc1Sc1ccccc1Cl
 : 1, x, x, x, 2, 2, -15, -1, x, 3
(35) CC(C)(C)C(=O)Nc1ccc(S(=O)(=O)c2ccc(NC(=O)C(C)(C)C)cc2)cc1
 : 3, 15, -5, 7, 1, -2, -36, -1, 4, -3
(36) Cc1cc(=O)oc2cc(NC(=O)c3cccc(F)c3)ccc12
 : 7, 24, -2, -152, -1, 1, -103, -1, -1, 1
(37) CC(C)NC(=O)c1c(CSc2ccccc2)noc1C(=O)NCc1ccccc1
 : x, -8, 2, 2, x, 0, x, -2, 2, 6
(38) Cc1cc(N2CCCCCC2)nc2ccc(F)cc12
 : 10, -30, 7, -64, -1, -2, -24, 0, -16, 23
(39) COc1ccccc1NC(=O)c1ccc(NC(=O)COC(=O)CCC2CCCC2)cc1
 : -2, 11, -2, 12, 0, 0, -34, 1, -8, 8
(40) COc1ccc(C2=CC(=O)C=CC2=O)cc1
 : -4, u, 5, -38, -2, -18, -22, x, 32, x
(41) O=C(NCCNCCO)c1c(O)c2cccc3c2n(c1=O)CCC3
 : 1, -2, 7, 23, 5, 2, -5, 1, -9, 3
(42) C=CCNC(=O)/C=C/c1cccs1
 : 1, 5, 0, -11, 3, -1, -30, 0, -6, -3
(43) Cc1ccc2oc(=O)n(CCCOc3ccccc3)c2c1
 : 2, 59*, 0, -69, 3, 2, -28, 1, 34, 4
(44) CCN(CC)S(=O)(=O)c1cccc(NC(=O)COc2ccc(C#N)cc2OC)c1
 : 7, 11, -5, 22, -2, 0, -20, -3, -8, -4
(45) CC(C)(C)n1cn[nH]c1=S
 : -3, -13, 5, 21, -1, 3, -36, -4, -3, 18

Further records follow.
Results follow in this order: IEC-6 cytotox, HSF1 activator, Platelet DG rel, aSyn 5UTR inh, HSP90 refold inh, GSK3beta inhib, KLF5 inh, GSK3A inh, HSF1 inh, DYRK1A inh
(46) OC(CNCc1cccs1)c1ccccc1 (stereo not drawn)
 : 5, -6, -4, -2, 5, -4, -29, -2, -6, -6
(47) CCn1c(C)nc2cc(C(=O)NNS(=O)(=O)c3ccc(C)c(C)c3)ccc21
 : 0, -7, 2, 21, -1, -6, -17, -1, -1, 5
(48) COc1ccc(N2CCN(C(CNC(=O)c3ccc4c(c3)OCO4)c3ccco3)CC2)cc1 (stereo not drawn)
 : -3, 11, -4, -3, 2, 1, -5, -3, -1, -5
(49) CC1(C)CC(=O)C(N=Nc2c(F)cccc2F)=C(O)C1
 : -11, 26, -1, -16, -2, 1, -9, 6, 5, -1
(50) CCC(c1nnc(SCC(=O)Nc2ccc(S(N)(=O)=O)cc2)n1Cc1ccccc1)N(C)C (stereo not drawn)
 : -2, 33, -6, -2, 0, 0, -33, 1, 8, 1
(51) O=P(O)(CCc1ccccn1)CN1CCCCC1
 : 2, 7, -48, 0, 0, -1, -13, 0, 0, -1
(52) COc1cc2nc(C)sc2cc1SC
 : -8, 19, 2, 0, 1, 3, -20, -3, -7, 1
(53) Cc1ccccc1-c1nc(CS(=O)CC(=O)NCCN2CCOCC2)c(C)o1 (stereo not drawn)
 : 3, 2, -2, -8, 0, 4, -12, -2, 0, -2
(54) CCN1CCCC1CNCc1ccccc1OCc1ccc(F)cc1 (stereo not drawn)
 : -3, 23, 4, 0, 3, 0, -25, 1, -4, -3
(55) CC12CCC(C(=O)Nc3ccc4c(c3)OCCO4)(OC1=O)C2(C)C (stereo not drawn)
 : -4, -44, 6, -23, 2, 0, -16, 0, -38, 9
(56) CC(C)c1ccc(/C=N/n2nnnc2Nc2ccccc2)cc1
 : 3, 55*, -4, 23, 7, -5, -3, -4, 16, 0
(57) CCC(NC(=O)Cn1cnc2c(=O)n(C)c(=O)n(C)c21)c1ccccc1 (stereo not drawn)
 : -4, 10, -1, 10, 0, 5, -17, 0, 4, -5
